Source: PubChem (several laboratories)
TRAIL sens C8: caspase-8 TRAIL sensitization; 360,000 compounds, 1% hits; NB7+C8 cells + TRAIL, ATPlite viability luminescence; inhibition (viability loss, TRAIL sensitization), % at 10 µM;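 active = compounds causing at least 50% loss of cell viability in the single-dose screen, relative to plate controls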
Shn3 inh set2: reduces Shn3 3'UTR luciferase signal in osteoblasts | inhibition, % at 12.5 µM | 360,000 compounds, 0.52% hits | Clone20 osteoblast Shn3 3'UTR firefly luciferase, 24 h;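 active = mean inhibition of at least 75% with every replicate also reaching 75%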;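 also: 0% = median of neutral control wells and 100% = pilot-screen positive control compound; some compounds past the cut are filed as inactive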
KKLEB tox: CF airway cell cytotoxicity counter-screen | activity change (cytotoxicity), % at 5 µM | KKLEB CF airway cells viability, ATPlite luminescence, overnight; stronger effect = lower value; cells stimulated with P. aeruginosa culture filtrate | 360,000 compounds, 0.36% hits | AID 602141;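 active = corrected activity change at or below -50% at 5 µM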
NR2E3 ag-1: activates human NR2E3 receptor | 360,000 compounds, 0.35% hits | CHO-S Gal4-NCOR/VP16-NR2E3 two-hybrid, luciferase | AID 602229 | inhibition of corepressor binding, % at 3.98 µM | Q9Y5X4;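 active = inhibition above the mean of all tested compounds plus 3 SD, cut at about 70% in these data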;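 also: 0% = DMSO with NR2E3 transfected cells and 100% = cells lacking NR2E3 construct; higher means lower luciferase signal from less NR2E3 corepressor binding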
Target sequence (Q9Y5X4 whole entry, looked up, the tested form may be a part): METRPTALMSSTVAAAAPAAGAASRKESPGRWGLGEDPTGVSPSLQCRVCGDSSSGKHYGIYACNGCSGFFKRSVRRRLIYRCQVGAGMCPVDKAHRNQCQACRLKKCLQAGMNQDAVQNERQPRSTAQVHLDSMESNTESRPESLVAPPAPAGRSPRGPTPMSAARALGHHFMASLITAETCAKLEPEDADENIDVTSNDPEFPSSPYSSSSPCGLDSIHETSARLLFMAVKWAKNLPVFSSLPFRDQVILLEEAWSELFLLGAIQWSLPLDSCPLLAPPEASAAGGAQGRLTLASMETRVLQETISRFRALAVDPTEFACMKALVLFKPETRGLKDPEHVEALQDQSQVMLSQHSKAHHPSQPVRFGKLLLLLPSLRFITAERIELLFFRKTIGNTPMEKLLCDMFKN
HIF-2a inh: blocks HIF-2a reporter activity | inhibition, % at 18.8 µM | 786-0 RCC cells HIF-2a reporter, luciferase luminescence, overnight | AID 624352 | 360,000 compounds, 0.72% hits;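 active = inhibition of the luminescence signal of 40% or more relative to plate controls, in a single-dose primary screen at 18.75 µM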
NR2E3 ag-2: activates human photoreceptor nuclear receptor NR2E3. inhibition of corepressor binding, % at 4.78 µM. 320,000 compounds, 0.12% hits. AID 2300. GST-NR2E3/biotin-RetCOR TR-FRET, 1536-well;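 active = percent inhibition above the cutoff of mean plus 3 SD of all tested compounds, set per screening campaign, cut at about 20% in these data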;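 also: 0% = DMSO wells and 100% = biotin wells as full block of FRET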
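System: GST-tagged NR2E3 plus biotinylated RetCOR corepressor; Buffer or medium: pH 7.5 Tris-based buffer; Probe or stimulus: RetCOR corepressor, biotinylated, 7 nM; Doses: compound at 4.8 µM, single dose; Schedule: 5 h incubation at 4 °C; Technique: time-resolved FRET; Evaluation: percent inhibition of TR-FRET ratio; Replication: one well per compound, singlicate testing.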
TRPM1 prom inh: reduces MITF-dependent TRPM1 promoter luciferase signal; SK-MEL-5 TRPM1 promoter luciferase, 24 h; 330,000 compounds, 0.83% hits; inhibition, % at 12.5 µM;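 active = mean inhibition across replicates of 60% or more, whatever share of single replicates reaches that level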; also: values of inactives mirror those of a sister screen read the other way
CF NFkB inh: blocks PAF-induced NF-kB reporter in cystic fibrosis cells; KKLEB NF-kB-GFP reporter, GFP fluorescence overnight; inhibition, % at 5 µM; 360,000 compounds, 0.86% hits;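 active = at least 50% inhibition at 5 µM, scaled per plate between neutral and stimulator controls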;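 also: PAF is a Pseudomonas aeruginosa culture filtrate used as stimulus; plate controls were PAF-stimulated DMSO wells for no effect and unstimulated DMSO wells for full effect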
TROY signal inh: blocks TROY-dependent signaling in reporter cells; Q293 LMP1-TROYcd NF-kB luciferase reporter, 4 h; inhibition, % at 10 µM; 360,000 compounds, 0.98% hits; AID 1347056;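 active = compounds whose plate-normalised and pattern-corrected inhibition of the luciferase reporter signal at the single screening dose is 50% or more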
Peg3 promoter: Peg3 promoter activity inhibition; HeLa PEG-Prom luciferase reporter, luminescence, overnight; inhibition, % at 20 µM; 360,000 compounds, 1.7% hits; AID 588405;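 active = inhibition of at least 50% at 20 µM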
TWEAK-Fn14 inh: TWEAK-Fn14 signaling inhibition; 360,000 compounds, 2% hits; TWEAK-stimulated Fn14 reporter cells, luciferase luminescence, 8 h; inhibition, % at 10 µM; in the data active = inhibition above about 50%
Active calls of the source: *; x = not tested or not shown. The list is partial; the hit share may differ from the screen's.

1: COc1ccc(/C(N)=N/O)cc1O
2: COc1ccc(-c2cc(C(F)F)n3ncc(C(=O)N4CCSCC4)c3n2)cc1
3: CC(=O)Nc1ccc(CN2CCC(CO)(CCOc3ccccc3)CC2)cc1
4: O=C(/C=C/c1ccc(F)cc1)N1CCCN(C(=O)/C=C/c2ccc(F)cc2)CC1
5: Cc1ccc(NC(=O)CCN2C(=O)OC(C)(C)C2(C)O)cc1 (stereo not drawn)
6: Cc1cccc(C(=O)NC2CC3CCCC(C2)N3C(=O)NC2CCCCC2)c1 (stereo not drawn)
7: COc1ccc(S(=O)(=O)N(C)C)cc1NC(=O)CN1C(=O)NC2(CCCC2)C1=O
8: OCCC1CN(Cc2cccn2-c2nccs2)CCN1C1CCCCC1 (stereo not drawn)
9: Cc1cc2cc(C#N)c(SCC(=O)Nc3nonc3C)nc2cc1C
10: CCN(CC)C(=O)COC(=O)c1ccc(C)c(NC(=O)c2ccco2)c1

Assay by compound,1,2,3,4,5,6,7,8,9,10
TRAIL sens C8,0,2,2,15,5,7,-5,4,-7,-7
Shn3 inh set2,-1,4,-24,2,-8,11,17,-8,-16,25
KKLEB tox,6,0,-4,7,-1,7,-3,-12,4,8
NR2E3 ag-1,-8,9,19,-15,21,5,-9,-4,-6,-9
HIF-2a inh,10,-1,12,0,-3,15,7,3,-56,13
NR2E3 ag-2,1,-3,-4,-2,-2,1,3,5,6,-2
TRPM1 prom inh,5,10,0,13,-8,-11,-1,-22,-16,6
CF NFkB inh,-17,16,-8,-34,9,-10,9,-1,-33,-9
TROY signal inh,-8,x,-8,-6,-16,2,0,-10,-11,-5
Peg3 promoter,9,17,15,2,5,12,16,-7,-100,10
TWEAK-Fn14 inh,-6,-9,-14,-19,-11,6,7,16,-21,25

One compound at a time, from the list above. Order of values: TRAIL sens C8, Shn3 inh set2, KKLEB tox, NR2E3 ag-1, HIF-2a inh, NR2E3 ag-2, TRPM1 prom inh, CF NFkB inh, TROY signal inh, Peg3 promoter, TWEAK-Fn14 inh
CCN(CC)C(=O)COC(=O)c1ccc(C)c(NC(=O)c2ccco2)c1 is entered as -7, 25, 8, -9, 13, -2, 6, -9, -5, 10, 25
COc1ccc(S(=O)(=O)N(C)C)cc1NC(=O)CN1C(=O)NC2(CCCC2)C1=O is entered as -5, 17, -3, -9, 7, 3, -1, 9, 0, 16, 7

Next part
11: CCOC(=O)C1=C(C)N=c2s/c(=C\c3cccc(OCC(=O)O)c3)c(=O)n2C1c1ccccc1 (stereo not drawn)
12: Cc1ccc2c(NC(=O)C3CC3)cccc2n1
13: COC(=O)[C@H](C)NC(=O)Nc1cc(Cl)ccc1C
14: O=c1c(Cc2ccc(F)cc2)c(O)ccn1Cc1ccc(Cl)cc1Cl
15: CC1CCN(Cc2nc3c(c(=O)n(C)c(=O)n3C)n2CCc2ccccc2)CC1
16: Cc1scc(C(=O)Nc2ccon2)c1-c1ccccc1
17: COc1ccc(NC(=O)c2ccc(Cl)c(S(=O)(=O)N3CC(C)OC(C)C3)c2)cn1 (stereo not drawn)
18: COC(=O)c1ccc(Cl)c(S(=O)(=O)N2CCCC2)c1
19: CCN(CC)S(=O)(=O)c1ccc(N2CCOCC2)c(NC(=O)c2ccc(=O)n(C)n2)c1
20: Cc1ccc(S(=O)(=O)Nc2ccccc2CNc2ccccn2)cc1

Assay by compound,11,12,13,14,15,16,17,18,19,20
TRAIL sens C8,13,-11,7,-14,10,-3,18,-7,2,-10
Shn3 inh set2,12,17,22,1,-8,-20,5,20,0,-17
KKLEB tox,0,5,0,1,9,-14,12,0,10,7
NR2E3 ag-1,-15,-14,-10,-21,-5,-19,0,-12,-9,6
HIF-2a inh,9,7,4,7,4,-13,13,10,4,-119
NR2E3 ag-2,x,-1,0,3,1,2,6,1,3,0
TRPM1 prom inh,-3,8,-3,1,-3,-19,10,-2,3,-20
CF NFkB inh,15,0,8,4,-6,-4,22,-9,-1,0
TROY signal inh,17,16,4,40,0,12,14,-1,-5,-25
Peg3 promoter,-2,1,11,2,7,11,12,7,16,-55
TWEAK-Fn14 inh,1,1,-3,12,2,-2,27,1,-15,-19

Nos. 11–16, reprinted for reference:
11: CCOC(=O)C1=C(C)N=c2s/c(=C\c3cccc(OCC(=O)O)c3)c(=O)n2C1c1ccccc1 (stereo not drawn)
12: Cc1ccc2c(NC(=O)C3CC3)cccc2n1
13: COC(=O)[C@H](C)NC(=O)Nc1cc(Cl)ccc1C
14: O=c1c(Cc2ccc(F)cc2)c(O)ccn1Cc1ccc(Cl)cc1Cl
15: CC1CCN(Cc2nc3c(c(=O)n(C)c(=O)n3C)n2CCc2ccccc2)CC1
16: Cc1scc(C(=O)Nc2ccon2)c1-c1ccccc1

Assay by compound,11,12,13,14,15,16
TRAIL sens C8,13,-11,7,-14,10,-3
Shn3 inh set2,12,17,22,1,-8,-20
KKLEB tox,0,5,0,1,9,-14
NR2E3 ag-1,-15,-14,-10,-21,-5,-19
HIF-2a inh,9,7,4,7,4,-13
NR2E3 ag-2,x,-1,0,3,1,2
TRPM1 prom inh,-3,8,-3,1,-3,-19
CF NFkB inh,15,0,8,4,-6,-4
TROY signal inh,17,16,4,40,0,12
Peg3 promoter,-2,1,11,2,7,11
TWEAK-Fn14 inh,1,1,-3,12,2,-2

(more compounds)
21: CCCCN(CC)CCCNC(=O)c1cn(C)c(=O)c2c1c1ccccc1n2C
22: COc1ccc(NC(=O)/C=C/c2ccc(OC)c(OC)c2)cn1
23: CS(=O)(=O)N(CC(=O)NCc1ccc2c(c1)OCO2)Cc1ccccc1
24: COc1ccc(N(C(=O)Cn2nnc3ccccc32)C(C(=O)NCc2ccco2)c2ccncc2)cc1 (stereo not drawn)
25: O=C(NCCc1ccccc1F)N[C@@H](Cc1ccccc1)C(=O)O
26: Cc1ccc(CNC(=O)CNC(=O)c2ccco2)cc1
27: O=C(NCC(=O)N1CCC(Cc2ccccc2)CC1)c1ccccc1F
28: CCCOC1CCCN(C(=O)c2ccc(OC3CCN(Cc4ccccn4)CC3)cc2)C1 (stereo not drawn)
29: CC(C)Oc1cccc(C(=O)C2CCCN(C(=O)c3ccnn3C)C2)c1 (stereo not drawn)
30: CC1(C)CC(=O)C2=C(C1)OC1=C(C(=O)CC(C)(C)C1)C2c1cccc([N+](=O)[O-])c1

Assay by compound,21,22,23,24,25,26,27,28,29,30
TRAIL sens C8,-26,-11,-3,-4,4,10,-15,-4,8,0
Shn3 inh set2,32,2,-10,5,-3,-13,28,14,-20,10
KKLEB tox,6,5,-1,14,-7,-5,-13,6,2,6
NR2E3 ag-1,-24,-13,-10,-6,10,-5,-131,-19,-12,-31
HIF-2a inh,9,-15,10,1,-6,-3,-194,4,-6,4
NR2E3 ag-2,0,0,1,-2,-2,0,x,3,0,x
TRPM1 prom inh,-8,-3,2,16,-4,5,x,-2,14,x
CF NFkB inh,-11,2,-10,9,-5,-3,28,-12,0,-3
TROY signal inh,18,5,-4,-23,-11,8,-38,18,14,-24
Peg3 promoter,4,-20,5,7,-19,2,-244,11,-11,17
TWEAK-Fn14 inh,10,-9,-14,10,-18,7,6,1,7,-5

31: O=C(Nc1ccc(F)cc1)C1CC2CCC1C2 (stereo not drawn)
32: Cc1ccn2c(NC3CCCCC3)c(-c3cccc(-c4cccc(Cl)c4)c3)nc2c1
33: COCCNC(=O)C(c1ccc(O)cc1)N(C(=O)CCC(=O)Nc1nccs1)c1ccc(C)cc1 (stereo not drawn)
34: C=CCNC(=O)c1onc(CSc2ccccc2F)c1C(=O)O
35: O=C(c1ccc([N+](=O)[O-])cc1Cl)N1CCN(Cc2ccccc2)CC1
36: CCN(CC)CCOC(=O)/C=C/c1ccccc1
37: Cc1nnc(SCC(=O)NNC(=O)COc2ccc(Br)cc2)n1C
38: COc1ccc(Cc2c(-c3ccc(F)cc3)nc3cc(C)c(Br)c(C)n23)c(C)c1
39: COc1ccc(OC)c(NC(=O)C(CC(C)C)NC(=O)C2CCCCC2)c1 (stereo not drawn)
40: COc1ccc2[nH]c(=O)c(CN(Cc3nnnn3Cc3ccco3)C3CCCCC3)cc2c1

Assay by compound,31,32,33,34,35,36,37,38,39,40
TRAIL sens C8,-1,11,-4,-23,0,1,-2,27,-2,-5
Shn3 inh set2,-5,12,-1,-22,64,-23,-4,x,9,8
KKLEB tox,-9,-9,-5,10,12,8,-3,x,-1,-1
NR2E3 ag-1,-25,3,-15,-39,8,1,16,-13,-14,-16
HIF-2a inh,2,-13,13,6,-9,15,7,-2,1,-8
NR2E3 ag-2,4,2,4,2,x,1,-8,x,-3,-2
TRPM1 prom inh,7,-11,4,2,x,-103,8,x,3,-2
CF NFkB inh,-1,18,13,-8,-1,1,24,x,6,-7
TROY signal inh,12,-52,-7,-18,4,-8,-6,1,-10,-1
Peg3 promoter,-6,56*,15,3,14,12,6,x,7,-14
TWEAK-Fn14 inh,-26,-11,-16,2,7,-4,1,16,-11,5

41: COc1cc(O)oc1C=Nc1ccc(C(F)(F)F)cc1
42: Cc1cccc(C)c1NC(=O)CNC(=O)c1ccc(N2CCCC2)c([N+](=O)[O-])c1
43: COc1ccccc1C(=O)N1CCN(C(=O)[C@H]2O[C@@H](n3ccc(=O)[nH]c3=O)[C@H](O)[C@@H]2O)CC1
44: COc1ccc(/C=N/NC(=O)c2ccncc2)cc1[N+](=O)[O-]
45: COc1ccc(NC(=O)CSC2=NC(=O)CC(C)=N2)cc1
46: Cc1ccc(CN(CC(=O)NCc2ccccn2)S(=O)(=O)c2ccccc2)cc1
47: COc1ccc(C(=O)NCCCSc2ccccc2)cc1F
48: C/C(CC(=O)Nc1ccc(OCc2ccccc2)cc1)=N\NC(=O)C(=O)Nc1cccc(C)c1
49: CSc1n[nH]c(=O)n1-c1cccc(Cl)c1
50: Cc1cccc(NC(=O)CCSc2nnc(Cc3ccccc3)o2)c1
51: CC(=O)Nc1cccc(-c2nc3ccccc3s2)c1
52: O=Cc1cccn1-c1ccc(O)cc1
53: CC(C)(C)S(=O)(=O)N1Cc2ccc(CO)cc2[C@@H]1CCO

Assay by compound,41,42,43,44,45,46,47,48,49,50,51,52,53
TRAIL sens C8,-16,-14,7,-7,10,-8,-13,-2,-2,13,10,-2,-7
Shn3 inh set2,-6,7,-9,8,4,-1,-1,-15,4,-15,-51,12,1
KKLEB tox,15,11,5,-4,0,2,5,6,3,-4,6,-17,11
NR2E3 ag-1,-9,-6,10,-13,12,13,-19,-24,-16,10,-119,4,-2
HIF-2a inh,-73,10,9,15,9,-2,-42,-96,20,11,-198,0,6
NR2E3 ag-2,0,2,x,4,5,-2,-2,0,-1,-1,5,2,x
TRPM1 prom inh,-1,3,x,8,6,14,-13,-41,2,12,-20,2,6
CF NFkB inh,6,-17,-11,7,12,10,-12,-13,0,-9,-24,-1,-9
TROY signal inh,1,5,-6,0,6,-4,2,-16,-5,1,-74,-4,-2
Peg3 promoter,-57,7,0,6,7,7,-35,-47,5,1,-277,11,-1
TWEAK-Fn14 inh,-17,8,0,-6,5,-4,3,1,4,9,-11,-11,4
